TDP1 cell noCPT = qHTS for Inhibitors of human tyrosyl-DNA phosphodiesterase 1 (TDP1): qHTS in cells in absence of CPT; DT40 Tdp1-/- hTDP1 cells, no CPT, ATP luminescence, 48 h; Potency, µM (top dose mostly 46.2 µM), inactives show at the highest dose activity change, negative = growth inhibition, most hits filed as inhibitors; 420,000 tested, 15% active; also: nearly all actives have a fitted effect of over 55% in size
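Growth kinetics read by CellTiter-Glo luminescence after ≥48 hr at 37 °C. Cells: DT40 Tdp1-/- stably carrying human TDP1, 400 per well, compound exposure in the absence of CPT (DMSO vehicle).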
KAT2A inh = inhibitors of human GCN5L2 histone acetyltransferase; Q92830; GCN5L2 HAT assay, ThioGlo1 CoA-SH fluorescence; Potency, µM (series often up to 58.9 µM), for inactives: top-dose activity change, negative = inhibition, most hits filed as inhibitors; 390,000 tested, 0.21% active
Target sequence (Q92830 whole entry, looked up): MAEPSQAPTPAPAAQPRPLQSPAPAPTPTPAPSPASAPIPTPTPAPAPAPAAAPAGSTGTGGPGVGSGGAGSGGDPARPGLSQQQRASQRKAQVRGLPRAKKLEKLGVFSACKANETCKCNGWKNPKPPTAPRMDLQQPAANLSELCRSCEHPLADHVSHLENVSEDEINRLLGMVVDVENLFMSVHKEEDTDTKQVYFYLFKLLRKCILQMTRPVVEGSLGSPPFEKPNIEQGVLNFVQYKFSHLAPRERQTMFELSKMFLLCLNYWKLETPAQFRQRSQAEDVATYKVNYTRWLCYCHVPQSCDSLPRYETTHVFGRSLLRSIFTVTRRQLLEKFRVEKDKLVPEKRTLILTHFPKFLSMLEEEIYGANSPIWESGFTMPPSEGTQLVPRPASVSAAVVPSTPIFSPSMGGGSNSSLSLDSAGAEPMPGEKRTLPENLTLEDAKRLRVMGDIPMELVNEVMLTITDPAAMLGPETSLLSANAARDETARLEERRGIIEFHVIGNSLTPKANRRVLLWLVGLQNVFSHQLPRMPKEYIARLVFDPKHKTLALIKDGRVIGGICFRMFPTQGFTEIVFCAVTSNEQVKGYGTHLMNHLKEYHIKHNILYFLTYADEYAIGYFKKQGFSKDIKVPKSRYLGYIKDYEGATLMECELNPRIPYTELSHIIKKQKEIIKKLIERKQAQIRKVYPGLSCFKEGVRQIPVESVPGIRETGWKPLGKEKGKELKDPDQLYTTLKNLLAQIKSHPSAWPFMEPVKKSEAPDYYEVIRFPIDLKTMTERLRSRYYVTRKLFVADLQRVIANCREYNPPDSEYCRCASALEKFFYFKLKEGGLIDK
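GCN5L2 (20nM final) in 50mM HEPES, 0.1mM EDTA pH 7.5, 0.01% Tween-20 was preincubated 15 min at room temperature with compound, then given ThioGlo1 (50uM), H3(1-25) peptide (75uM) and acetyl-CoA (70uM); CoA-thiol fluorescence (Ex340/Em540) was read at 0 and 20 min.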
DT40 TDP1 CPT = DT40-hTDP1 cell growth loss with CPT. 420,000 tested, 12% active. AID 686979. chicken DT40 Tdp1-/-;hTDP1 cells + 20 nM CPT, ATP luminescence, 48 h. Potency, µM (series often up to 46.2 µM), for inactives: at the top dose activity change, negative = growth inhibition, actives largely listed as inhibitors; also: nearly all actives have a fitted effect of over 55% in size
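Chicken DT40 Tdp1-/- cells complemented with human TDP1, 400 cells/well, exposed to compounds plus 20 nM camptothecin for at least 48 h at 37 C; viability read as ATP content by CellTiter-Glo luminescence.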
* marks the source's active call; other numbers are inactive results; u = inconclusive; x = not tested or not shown; & = joins results of further samples; [ ] = remark or other dose. Calls follow the shape of the dose curve; as a rule, active = well fitted curve in the direction sought with a large enough effect; inconclusive = small, poorly fitted or top-dose-only effect, or another doubt; inactive = no such curve, though single readings can be large; an effect the other way counts as inactive or inconclusive. % is scaled to controls: 0 for no effect and ±100 for the full control effect; potency is read from the fitted curve at half-maximal effect. The order is random (roughly 18% active in at least one column).

| compound | TDP1 cell noCPT | KAT2A inh | DT40 TDP1 CPT |
| --- | --- | --- | --- |
| NN1C(=O)/C(=C\c2ccco2)SC1=S | -10% | -19% | 2% |
| CC1=CC2=NC(=O)/C(=C\c3cc(C)n(-c4ccc(F)cc4)c3C)C(=N)N2O1 | u | 2% | u |
| O=S(=O)(NCCc1ccccc1)c1cccc2nsnc12 | -12% | -10% | -3% |
| Cc1ccc(CNC(=O)Cc2c(C)c3cc4c(C)coc4cc3oc2=O)cc1 | -20% | -1% | -1% |
| CC1(C)CC(=O)C=C(NNC(=O)c2ccccc2O)C1 | -27% | -13% | u |
| COc1ccc(Br)cc1S(=O)(=O)NNC(=O)c1c(C)nc2ccccn12 | u | -6% | -3% |
| COc1ccc(NC(=O)CN2CCN(CC(=O)Nc3ccccc3Cl)CC2)cc1 | u | -2% | u |
| CC(=O)c1ccc(NC(=O)C2CCC(CNS(=O)(=O)c3cccs3)CC2)cc1 (stereo not given) | -2% | -9% | 9% |
| COC(CNC(=O)c1ccc2c(c1)ncn2-c1cc(C)cc(C)c1)OC | -14% | -13% | 14% |
| CCOc1ccc(C(=O)CSCC(=O)O)cc1 | 2% | 2% | -23% |
| COc1ccc(C(=O)c2cn(Cc3cccc(C)c3)c3cc4c(cc3c2=O)OCO4)cc1 | 26µM* | -14% | 16µM* |
| COC(=O)c1ccc(NC(=S)Nc2cccc(C)n2)cc1 | u | -14% | u |
| Nc1nonc1-n1nnc(C(=O)N/N=C/c2ccccc2O)c1CN1CCCC1 | u | x | u |
| O=C1NCCN1c1ncc([N+](=O)[O-])s1 | -17% | 1% | -27% |
| CCOc1ccccc1CN1CCN(Cc2cccc3c2OCO3)CC1CCO (stereo not given) | u | -2% | u |
| Cc1ccc(CN(Cc2ccco2)C(=S)NCC(=O)NCc2cccnc2)cc1 | u | -11% | -1% |
| C=C(C)C1CC=C(CN2CCC(O)CC2)CC1 (stereo not given) | 1% | 0% | -21% |
| Nc1nc(NCc2ccco2)nc(N2CCOCC2)c1[N+](=O)[O-] | -15% | -2% | 16% |
| COCCNC(=O)/C(C#N)=C/c1ccc(O)cc1 | -14% | -12% | -21% |
| CCCCOc1ccc(Cn2c(=O)oc3ccc(C)cc32)cc1OC | 15µM* | -18% | u |
| O=c1[nH]n2c(-c3ccccc3)nc(O)c2c2ccccc12 | -1% | 0% | 3% |
| CC1CC(C)CN(C(=O)COC(=O)C2CCN(S(=O)(=O)c3c(Cl)cccc3Cl)CC2)C1 (stereo not given) | -23% | 1% | -15% |
| Cc1cccc(OCCCN2CCOCC2)c1C | 18% | -15% | -1% |
| Cc1ccc(N(CC(=O)Nc2cc(Cl)ccc2Oc2ccccc2)S(C)(=O)=O)c(C)c1 | u | 2% | u |
| Cc1ccc(NC(=O)COC(=O)C2CC2C)c(S(=O)(=O)N2CCCCC2)c1 (stereo not given) | -27% | -4% | -26% |
| COc1ccc2nc(NC(=O)c3cccc(OCc4c(C)noc4C)c3)sc2c1 | 2.9µM* | -22% | 3.3µM* |
| CN1C(=O)CS/C1=N\NC(=O)COc1cccc2cccnc12 | 0% | 7% | 9% |
| CCOC(=O)c1ccccc1-n1nnnc1C | 2% | -2% | 5% |
| O=c1[nH]c(C2CCCN(S(=O)(=O)c3ccccc3Cl)C2)nc2c1nnn2Cc1ccc2c(c1)OCCO2 (stereo not given) | u | -9% | u |
| CCOc1ccc(OCCOCCN2CCOCC2)cc1 | -11% | -1% | 1% |
| Cc1cc(C)c(S(=O)(=O)Nc2ccc(N3CCOCC3)cc2)c(C)c1 | u | -12% | u |
| O=C(CC1C(=O)NCCN1Cc1ccccc1C(F)(F)F)NC1CCCCC1 (stereo not given) | -4% | -4% | -13% |
| O=c1cc(CN2CCN(c3ccc(F)cc3)CC2)c2cc3c(cc2o1)CCCC3 | u | -9% | 18µM* |
| COc1ccc(C(=O)CSc2nnc(-c3ccco3)o2)cc1 | -17% | -2% | -1% |
| O=C(O)c1nn(-c2ccc(F)cc2)ccc1=O | 6% | -1% | 15% |
| COc1ccc(-c2nc(CSc3nncn4c3cc3occc34)c(C)o2)cc1 | 23µM* | -15% | 16µM* |
| COc1cccc2c(N/N=C/c3ccc(O)c(O)c3)cc(C)nc12 | -18% | -12% | 18% |
| Cc1cccc(N2CCN(C(=O)/C=C/c3cccs3)CC2)c1C | u | -10% | -20% |
| COc1ccc(OC)c(CCNC(=O)CCCc2nnc3n(C)c(=O)c4sccc4n23)c1 | -14%&-23% | 3%&1% | u |
| COc1ccc(N2CC(NC(=O)Cc3cccs3)CC2=O)cc1OC (stereo not given) | 0% | -4% | -11% |
| COc1ccc(Cl)cc1NC(=O)Cn1nnc2sc3c(c2c1=O)CCC(C(C)(C)C)C3 (stereo not given) | u | -10% | u |
| O=S(=O)(c1ccc(F)cc1)N1CC=C(c2ccccc2)CC1 | -29% | -15% | -2% |
| CCC(=O)N1CCN=C1SCc1cccc(C(F)(F)F)c1 | u | -6% | u |
| COc1ccc(NC(=O)CSc2nc(SC)ns2)cc1 | u | -5% | u |
| CCC(C)NC(=O)CSc1nnc(-c2c[nH]c3ccccc23)o1 (stereo not given) | -21% | -3% | -2% |

Entries of single compounds, quoted from the list.
Shown for `COc1ccc(Cl)cc1NC(=O)Cn1nnc2sc3c(c2c1=O)CCC(C(C)(C)C)C3` (stereo not given) → TDP1 cell noCPT: u; KAT2A inh: -10%; DT40 TDP1 CPT: u
Shown for `COc1ccc(N2CC(NC(=O)Cc3cccs3)CC2=O)cc1OC` (stereo not given) → TDP1 cell noCPT: 0%; KAT2A inh: -4%; DT40 TDP1 CPT: -11%
Shown for `Cc1cccc(N2CCN(C(=O)/C=C/c3cccs3)CC2)c1C` → TDP1 cell noCPT: u; KAT2A inh: -10%; DT40 TDP1 CPT: -20%

(next part)
| compound | TDP1 cell noCPT | KAT2A inh | DT40 TDP1 CPT |
| --- | --- | --- | --- |
| c1ccc2[nH]c(NN=C3CCCCCC3)nc2c1 | -20% | 3% | 10% |
| COCCCN1C(=O)C(CC(=O)NC2CCCC2)CC(C(=O)N2CCOCC2)=C1C (stereo not given) | u | x | 26% |
| COc1ccc(NC(=O)c2ccccc2C)c(OC)c1 | -22% | -4% | -9% |
| COc1cccc(C2CC(=O)Nc3n[nH]c(-c4ccccc4)c32)c1OC (stereo not given) | -17% | -9% | -22% |
| CC(C)OC(=O)CSc1ncnc2c1cnn2Cc1ccccc1 | -17% | 2% | 2% |
| CN1CCCCCC1C(=O)NCCN1Cc2ccccc2OC(c2ccsc2)C1 (stereo not given) | -4% | x | 12%[9.04 µM] |
| Cc1cccc(-c2noc(CCCC(=O)N3CCOCC3)n2)c1 | -27% | 1% | 0% |
| Cc1ccc(OCC(=O)Nc2ccncc2)cc1C | u | x | u |
| Cc1ccccc1CN1CCCNC1=O | -2% | 4% | 4% |
| CC12CCC(C(=O)NNc3ccccc3)(OC1=O)C2(C)C (stereo not given) | 18% | 8% | 23% |
| Cc1ccc(NC(=O)CNc2ccc(OC(C)C)cc2)cc1 | 23µM* | u | u |
| COC(=O)c1ccc(NC(=S)NC2c3ccccc3CC2O)cc1 (stereo not given) | -7% | -1% | -12% |
| Cc1nc2ccccn2c1-c1ccnc(SCc2ccc(Cl)cc2)n1 | u | 1% | u |
| CCN(CC)CCN(Cc1cc2cc3c(cc2[nH]c1=O)OCCO3)C(=S)NCC1CCCO1 (stereo not given) | -14% | -7% | -8% |
| Cc1cc(NC(=O)CCCN2C(=O)c3cccnc3C2=O)ccc1Br | -4% | 1% | 8% |
| O=C(Nc1cnn(Cc2ccc(Cl)cc2Cl)c1)c1noc2c1CCc1ccccc1-2 | u | -9% | 16µM* |
| CCOC(=O)CN(C(=O)COc1ccc2c(C)cc(=O)oc2c1)c1ccc(OCC)cc1 | -13% | -7% | -4% |
| CCOc1ccc(NC(=O)c2ccc3c(c2)CCN3S(=O)(=O)c2ccc(Cl)cc2)cc1 | u | -8% | -23% |
| Cc1nn(-c2ccccc2)c2nc(C3CC3)cc(C(=O)Nc3ccccc3F)c12 | 5.8µM* | 4% | 7.3µM* |
| CCCSC1=C(C#N)C(c2ccccc2C)CC(=O)N1 (stereo not given) | -23% | -1% | -9% |
| O=C(CCSCc1ccccc1Cl)NCCc1ccccc1 | -3% | -2% | 0% |
| CC(C)c1ccc(NC(=O)COC(=O)CSc2nnc(N)s2)cc1 | -5% | 32%[activator] | -15% |
| OCCC1CN(C2CCSCC2)CCN1C1CCCC1 (stereo not given) | 1% | u | 1% |
| COc1cc(C)c(NC(=O)c2cc(C3CC3)nc3c2cnn3C(C)C)cc1OC | 16µM* | -2% | u |
| CN(Cc1cccnc1)C(=O)c1ccc2nc(Cc3ccccc3F)oc2c1 | u | -3% | -27% |
| COc1ccccc1OC(C)C(=O)N1CCC(c2nc3ccccc3s2)CC1 (stereo not given) | u | -6% | u |
| COc1ccc(N2C(=O)c3ccccc3NC2c2ccccc2O)cc1 (stereo not given) | -1% | -3% | -12% |
| COc1cc(OC)nc(Oc2ccccc2C(=O)Oc2ccc(F)cc2Cl)n1 | -29% | -10% | u |
| O=C(CN1C(=O)C2C3CCC(C3)C2C1=O)Oc1ccc2ccccc2c1 (stereo not given) | u | 23% | 1% |
| O=[N+]([O-])c1ccc2c(c1)OCCOCCOCCOCCOCCOCCO2 | -4% | -3% | -8% |
| COc1cccc(/C=C/C(=O)OCC(=O)Nc2ccc3c(c2)OCO3)c1 | -7% | x | -4% |
| Cc1ccc2c(c1)c(C)c(C)n2CC(O)Cn1nc(C)c(Br)c1C (stereo not given) | u | -11% | -27% |
| Cn1c2c(c(=O)c3ccccc31)C[C@@H](O)C(C)(C)O2 | -10%[9.04 µM] | x | -15%[9.04 µM] |
| CSCCC(NC(=O)c1ccccc1)C(=O)N1CCN(Cc2ccc(Cl)cc2)CC1 (stereo not given) | 10µM* | -10% | u |
| Cc1ccc(-c2ccccc2NC(=O)CS(=O)CC(=O)Nc2ccc(C)c(Cl)c2)o1 (stereo not given) | u | -4% | u |
| CS(=O)(=O)N(CC(=O)N1CCCCC1)c1ccc(Cl)c(C(F)(F)F)c1 | -22% | -5% | -7% |
| Fc1ccc(/C=N/n2c(-c3cccs3)n[nH]c2=S)cc1 | -7% | -11% | -20% |
| O=C(c1ccc(-c2ccc(Cl)cc2)o1)N1CCN(S(=O)(=O)c2cccs2)CC1 | u | -12% | u |
| Clc1nssc1=Nc1ccccc1 | 15µM* | 4µM* | 16µM* |
| CCOC(=O)C1NN=C(C(=O)c2ccccc2)C1c1ccc(Cl)cc1 (stereo not given) | -19% | -5% | -6% |
| O=S(=O)(CCN1CCN(c2ccccn2)CC1)c1ccc(Cl)cc1Cl | 2% | -2% | 11% |
| COc1ccc(NC(=O)c2ccc3c(c2)C(=O)N(CC2CCCO2)C3=O)c(OC)c1 (stereo not given) | 0% | 1% | -7% |
| COc1cccc2cc(C(=O)NCc3ccc(C)cc3)c(=N)oc12 | u | -1% | u |
| O=C(CCN1C(=O)CSc2ccccc21)Nc1ccc(OC(F)(F)F)cc1 | u | -3% | u |
| COc1ccc(C(C(=O)NC(C)(C)C)n2c(=O)c(-c3cc4ccccc4[nH]3)nc3ccccc32)cc1 (stereo not given) | u | x | u |
| CCc1ccc(NC(=O)NC(C)c2ccc3c(c2)OCO3)cc1 (stereo not given) | -5% | -1% | -12% |
| Cc1ccc(C)c(N2CCN(S(=O)(=O)c3c(C(=O)N4CCCCC4)c(C)n(C)c3C)CC2)c1 | 1% | -14% | -23% |
| CCOC(=O)N1CCc2c(sc(NCc3cccs3)c2C(=O)Nc2cc(OC)ccc2OC)C1 | u | u | u |
| O=C(O)c1cc(N/N=C/c2ccc(OCc3ccccc3)cc2)ccc1Cl | 1% | u | 2% |
| CCN1CCCC1CNC(=O)c1cc([N+](=O)[O-])c(N(C)C)cc1OC (stereo not given) | 19% | -6% | 2% |
| COc1ccc(Nc2ncnc3c2cnn3C)c(OC)c1 | -11% | -7% | -5% |

Exported with each value named: entries from further up.
Cc1ccc(C)c(N2CCN(S(=O)(=O)c3c(C(=O)N4CCCCC4)c(C)n(C)c3C)CC2)c1
  TDP1 cell noCPT: 1%
  KAT2A inh: -14%
  DT40 TDP1 CPT: -23%

CCOC(=O)N1CCc2c(sc(NCc3cccs3)c2C(=O)Nc2cc(OC)ccc2OC)C1
  TDP1 cell noCPT: u
  KAT2A inh: u
  DT40 TDP1 CPT: u

Source: PubChem (National Center for Advancing Translational Sciences (NCATS))
